# GALK inh = galactokinase (human) inhibition; P51570; 0.007% of 270,000 active; AID 1868; Potency, µM (highest dose often 57.5 µM), inactives show at the top dose activity change, negative = inhibition, most hits filed as inhibitors; Purified GALK, Kinase-Glo residual ATP luminescence; also: potency is read from the fitted curve at half-maximal effect
#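 Human GALK (5 nM) with 35 uM ATP and 100 uM galactose in 20 mM HEPES pH 8.0, 5 mM MgCl2, 60 mM NaCl, 1 mM DTT, 0.01% BSA. After 1 h at room temperature, leftover ATP was read by Kinase-Glo Plus luminescence.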
# Chronic BCR inh = blocks chronic active B-cell receptor signaling | ABC-DLBCL IkBa-CBG/CBR reporter, luminescence ratio, 4 h | Potency, µM (series often up to 46.1 µM), for the others: top-dose ratio change, negative = lower green/red ratio, actives largely listed as inhibitors | 0.05% of 340,000 active | AID 493014; active = well fitted inhibition curve with a large enough effect in the signal ratio, with a control signal flat, not every such curve was filed as active; inconclusive = small, poorly fitted or top-dose-only effect, or effect the other way, or a change in a side signal; the % refers to the signal ratio;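 also: potency is read from the fitted curve at half-maximal effect; plate controls were basal doxycycline-induced cells for no effect and cells given 10 µM MG132 for full effect; MG132 reads +100%, hits lower the ratio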
#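 Compounds up to 46 uM were incubated four hours with TMD8 cells whose green CBG68 luciferase is fused to IkappaBalpha; red CBR luminescence normalised the signal, and concentration-effect curves were fitted to fusion, red and ratio data.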
# USP2a block = blocks human ubiquitin-specific protease USP2a. USP2 core, Ub-CHOP2 coupled fluorogenic reporter, 485/531. Potency, µM (titrated, usually from 38.3 µM), for the others: at the top dose activity change, negative = inhibition, actives largely listed as inhibitors. 0.01% of 330,000 active;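 also: potency is read from the fitted curve at half-maximal effect; plate controls were DMSO wells for no effect and full inhibition by NEM control for full effect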
# Target sequence (O75604 whole entry, looked up): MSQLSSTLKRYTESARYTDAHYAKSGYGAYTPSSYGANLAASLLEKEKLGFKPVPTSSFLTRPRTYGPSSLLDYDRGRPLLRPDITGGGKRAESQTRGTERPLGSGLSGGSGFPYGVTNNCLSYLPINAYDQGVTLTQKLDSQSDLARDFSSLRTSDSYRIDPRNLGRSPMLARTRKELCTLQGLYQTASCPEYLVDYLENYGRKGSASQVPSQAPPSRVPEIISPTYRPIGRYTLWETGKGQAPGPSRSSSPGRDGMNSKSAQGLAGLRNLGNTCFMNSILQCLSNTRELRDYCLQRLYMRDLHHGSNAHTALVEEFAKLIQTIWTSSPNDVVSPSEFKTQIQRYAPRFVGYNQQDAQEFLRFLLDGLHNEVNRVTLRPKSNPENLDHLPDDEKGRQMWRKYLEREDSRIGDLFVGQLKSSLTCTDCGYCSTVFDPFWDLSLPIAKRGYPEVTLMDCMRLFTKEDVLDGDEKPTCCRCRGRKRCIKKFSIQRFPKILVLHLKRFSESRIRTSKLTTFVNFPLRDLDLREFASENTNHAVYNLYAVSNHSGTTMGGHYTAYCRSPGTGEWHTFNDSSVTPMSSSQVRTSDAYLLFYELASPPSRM
#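 Cell-free coupled assay: 10nM USP2 core preincubated 30min RT with compound in Tris-HCl pH 8.0/CaCl2/CHAPS buffer, then 25nM Ub-CHOP2 and 25nM reporter substrate; fluorescence (Ex 485/Em 531) read after 60min RT, normalized to NEM inhibition, concentration-response curves fitted.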
# KCNH2 WT inh = inhibitors of human wildtype KCNH2 potassium channel; U2OS, BacMam KCNH2, thallium flux FluxOr; hits give low values; activity change, % at 1.84 µM; 0.37% of 340,000 active; Q12809; AID 720551;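 active = maximum activity change below -70%; inconclusive = maximum activity change between -70% and -50%; inactive = maximum activity change above -50%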
#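 U2OS cells were transduced with wild-type KCNH2 virus (2.03 x 10^8 / mL) for 4 h at room temperature, then cultured overnight at 37 C. Thallium flux was read with FluxOr dye. Rate constants were normalized to DMSO controls.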
# PKM2 act = PKM2 (human) enzyme activation; AID 1631; Potency, µM (titrated, usually from 57.5 µM), for the others: at the highest dose activation, hits mostly activators; P14618; 0.34% of 260,000 active; purified PKM2, Kinase-Glo ATP luminescence, activation; response scale: 0% is enzyme alone, no compound; also: potency is read from the fitted curve at half-maximal effect; nearly all actives have a fitted effect of over 55% in size
# Target sequence (P14618 whole entry, looked up): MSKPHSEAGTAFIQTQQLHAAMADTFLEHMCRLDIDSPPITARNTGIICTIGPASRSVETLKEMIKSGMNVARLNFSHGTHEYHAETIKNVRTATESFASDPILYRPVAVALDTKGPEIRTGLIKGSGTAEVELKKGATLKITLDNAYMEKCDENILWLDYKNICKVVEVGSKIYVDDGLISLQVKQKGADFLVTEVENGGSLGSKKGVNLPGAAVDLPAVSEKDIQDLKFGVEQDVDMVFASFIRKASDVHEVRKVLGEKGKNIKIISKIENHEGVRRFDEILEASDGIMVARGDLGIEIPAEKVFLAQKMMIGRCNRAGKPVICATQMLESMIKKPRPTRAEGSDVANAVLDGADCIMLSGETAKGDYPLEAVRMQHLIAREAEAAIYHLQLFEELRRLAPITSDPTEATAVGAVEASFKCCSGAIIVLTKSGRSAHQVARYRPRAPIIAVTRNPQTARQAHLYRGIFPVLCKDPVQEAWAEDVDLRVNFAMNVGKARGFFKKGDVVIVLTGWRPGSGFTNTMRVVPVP
#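 Purified hPK-M2 (>95%) run at intermediate activity with 0.1 mM ADP and 0.5 mM PEP in 50 mM imidazole pH 7.2, KCl, MgCl2; 1 h room temperature. ATP formed read by Kinase-Glo luminescence; normalized to uninhibited and no-enzyme controls.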
# B2AR arrestin = beta2AR (human) beta-arrestin recruitment activity | P07550 | beta-arrestin recruitment to beta2AR, cell-based reporter | Potency, µM (titrated, usually from 46.1 µM), for the others: at the highest dose activation, usual class: activators | 0.02% of 330,000 active | AID 492947;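 also: potency is read from the fitted curve at half-maximal effect; 0% = DMSO controls and full agonism = EC100 isoproterenol or metaproterenol; nearly all actives have a fitted effect of over 65% in size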
# Eya2 phos inh = inhibitors of human Eya2 phosphatase activity. Potency, µM (top dose mostly 76.9 µM), inactives show at the highest dose activity, negative = inhibition, actives largely listed as inhibitors. 0.006% of 330,000 active. recombinant Eya2, OMFP fluorescence dephosphorylation (OMFP is methylfluorescein phosphate). O00167; also: potency is read from the fitted curve at half-maximal effect
#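 Eya2 protein (added as 0.2 uM solution) was preincubated with compound for 10 min at ambient temperature in 50 mM HEPES pH 7.5, 50 mM NaCl, 5 uM MgCl2, 0.05% BSA, 1 mM DTT. OMFP (added at 50 uM) then reacted 10 min; fluorescence read at 485/525 nm.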
# Giardia kill = kills Giardia lamblia; Giardia lamblia trophozoite viability; activity change, % at 7.66 µM, hits read low; 0.15% of 340,000 active; AID 540267; in the data active = activity change below about -80%; inconclusive = between about -30% and that limit;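 also: parasites exposed to compound for two days anaerobically before the ATP read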
#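 Each well holds 100 Giardia trophozoites and compound. After two days (48 hrs) at 37 deg C in anaerobic conditions, ATP is quantified by luminescence.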
# uPA surface inh = inhibitors of cell surface uPA generation; cell surface uPA generation assay, qHTS; Potency, µM (top dose mostly 38.3 µM), without a hit: at the top dose activity change, negative = inhibition, actives largely listed as inhibitors; 0.31% of 330,000 active; AID 540303; active = well fitted inhibition curve with a large enough effect; inconclusive = small, poorly fitted or top-dose-only effect; inactive = no such curve, though single readings can be large or run the other way; tested in mouse RAW 264.7 cells; also: potency is read from the fitted curve at half-maximal effect; nearly all actives have a fitted effect of over 55% in size
# KCNH2 3.1 inh = inhibitors of human KCNH2 3.1 potassium channel isoform; activity change, % (tested at about 1.8 µM); 0.95% of 340,000 active; AID 720553; U2OS KCNH2 3.1, thallium flux FluxOr; hits give low values;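 active = maximum activity change below -70%; inconclusive = maximum activity change from -70% to -50%; inactive = maximum activity change above -50%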;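 also: thallium influx rate constant from kinetic fluorescence after stimulation buffer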
#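 Thallium flux read-out: FluxOr dye with Red40 quencher in HBSS/HEPES, 45 min at RT. Rate constants from kinetic reads were normalized to positive and negative DMSO controls. Cells: U2OS virally expressing the 3.1 isoform.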
# Coupling enz = counter-screen for Giardia aldolase inhibitors: coupling enzyme system | coupling enzyme system counterscreen, AmpLite Red fluorescence | activity change, negative = inhibition, % at 58.2 µM, hits read low | 0.67% of 290,000 active; in the data active = activity change below about -30%
#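 Counterscreen lacking aldolase: glyceraldehyde-3-phosphate coupling-enzyme reagent preincubated 10 min at RT with compound (at 57.5 uM final), then substrate/coupling system with AmpLite Red added; fluorescence read at 525/598 nm after 20 min RT.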
# Active calls of the source: *; ? = inconclusive; · = not tested or not shown. Unless noted, calls follow the shape of the dose curve; as a rule, active = well fitted curve in the direction sought with a large enough effect; inconclusive = small, poorly fitted or top-dose-only effect, or another doubt; inactive = no such curve, though single readings can be large; an effect the other way counts as inactive or inconclusive. Unless noted, % is scaled to controls: 0 for no effect and ±100 for the full control effect.
SMILES,GALK inh,Chronic BCR inh,USP2a block,KCNH2 WT inh,PKM2 act,B2AR arrestin,Eya2 phos inh,Giardia kill,uPA surface inh,KCNH2 3.1 inh,Coupling enz
Cc1ccccc1-c1ccc(C(=O)Nc2cccc(F)c2)o1,·,?,1%,1,2%,-1.1%,-15%,-9,-26%,-11,-9
Cc1ccc(N(CC(=O)NCc2ccccc2)C(=O)CCC(=O)Nc2ccccn2)cc1,7%,2%,2%,-8,-3%,-0.4%,-13%,3,-3%,-7,0
CC(C)c1nc(SCC(=O)Nc2ccc(C(=O)O)cc2)c2c3c(sc2n1)CCCC3,-3%,5%,2%,5,-8%,-0.2%,-4%,4,·,5,17
CCN1C(=O)C(CC(=O)Nc2ccc(OC)cc2)N(CCN2CCOCC2)C1=S (stereo unspecified),·,7%,4%,5,?,?,-1%,15,-11%,4,0
COCCNc1oc(-c2ccccc2Cl)nc1S(=O)(=O)c1ccc(C)cc1,·,1%,-1%,-4,·,-0.7%,2%,3,-18%,-14,·
CC(C)CCC(=O)N1CCC(N2CCC(C(=O)NCc3ccccn3)CC2)CC1,-2%,-4%,3%,28,-1%,-0.5%,1%,6,-2%,-3,-2
CC(=O)N/C(=C\c1ccc(Cl)cc1)C(=O)O,·,4%,0%,-2,-3%,0.2%,-1%,-24,-7%,-8,3
COc1cc2[nH]c(=S)nc(NCc3cccnc3)c2cc1OC,9%,3%,0%,-3,·,-1.0%,15%,-16,2%,12,-1
N#Cc1cc2c(nc1SCC(=O)Nc1sc3c(c1C#N)CCC3)CCCCC2,-2%,7%,3%,5,4%,-0.1%,0%,-6,·,5,1
COc1ccc(N(C)C(=O)CC2(CC(=O)O)CCCCC2)cc1,-1%,3%,1%,17,-5%,-0.1%,-12%,-12,-1%,-9,4
CCOC(=O)CCSc1nnc(-c2cccnc2)n1-c1ccccc1OC,1%,?,0%,-3,-4%,0.0%,-10%,-1,3%,-6,0
Cc1occc1C(=O)Nc1cc(=O)n(C)c(=O)n1C,-1%,-1%,-1%,-4,5%,-0.5%,-19%,14,2%,9,2
CCOc1cc(C(=O)CCC(=O)OCC(=O)Nc2ccc(C)c(S(=O)(=O)N(C)C)c2)ccc1O,-4%,?,1%,3,-6%,-0.1%,-7%,11,-3%,-2,-1
COCCn1nnnc1CN(CCc1ccccc1)Cc1cc2ccc(C)cc2[nH]c1=O,-4%,-5%,?,2,1%,-0.3%,-3%,3,-1%,-16,-1
CCCc1ccc(S(=O)(=O)N/N=C(/C)c2ccc3c(c2)OCO3)cc1,1%,0%,-2%,-28,-3%,0.0%,4%,4,4%,-1,-1
O=C(NCCN1CCOCC1)c1ccc(Cl)c(Cl)c1,0%,3%,3%,0,2%,0.5%,-25%,-16,-2%,19,-3
CC(C(N)=O)N1C(=O)c2cccc3cccc1c23 (stereo unspecified),0%,-8%,0%,2,3%,-0.2%,-7%,6,·,2,-18
CN(CC(=O)Nc1ccc(Cl)cc1)CC(=O)Nc1ccc(C(N)=O)cc1,1%,-3%,2%,-2,1%,-0.1%,4%,-1,-4%,-9,1
CC(NC(=O)c1cc2c(s1)CS(=O)(=O)C2)c1ccccc1 (stereo unspecified),-6%,4%,3%,-14,·,0.3%,-9%,-1,2%,15,·
COC(=O)C(C)Oc1ccc(-c2nccc(-c3ccccn3)n2)cc1 (stereo unspecified),0%,-3%,-4%,1,·,0.3%,0%,6,-4%,-4,4
Cc1ccccc1C(=O)NC(NC(=S)Nc1ccc(S(N)(=O)=O)cc1)C(Cl)(Cl)Cl (stereo unspecified),1%,-7%,-2%,1,6%,-0.5%,9%,-12,-1%,-6,-1
O=C(Nc1ccc(NC(=O)C2CCCCC2)nc1)c1cccc(F)c1,-1%,?,2%,-14,-4%,-0.1%,-5%,-8,3%,-1,-1
CCn1nnnc1-c1ccc(OC)c(S(=O)(=O)NCCc2ccccc2)c1,5%,3%,3%,-12,2%,-0.1%,5%,1,-2%,9,1
Cc1c(Cl)cccc1NC(=O)CN1CCC(NC(=O)C2CCCCC2)CC1,3%,0%,2%,-9,-4%,0.6%,2%,19,7%,0,5
C=CCn1c(SC)nnc1-c1ccc2ncccc2c1,0%,-8%,-6%,1,0%,-0.7%,-15%,-1,1%,5,1

# 3 entries out of the list above, sorted by their value in Eya2 phos inh, ascending.
molecule	GALK inh	B2AR arrestin	Eya2 phos inh	uPA surface inh
COCCn1nnnc1CN(CCc1ccccc1)Cc1cc2ccc(C)cc2[nH]c1=O	-4%	-0.3%	-3%	-1%
COCCNc1oc(-c2ccccc2Cl)nc1S(=O)(=O)c1ccc(C)cc1	·	-0.7%	2%	-18%
COc1cc2[nH]c(=S)nc(NCc3cccnc3)c2cc1OC	9%	-1.0%	15%	2%

# Going on with the list.
SMILES,GALK inh,Chronic BCR inh,USP2a block,KCNH2 WT inh,PKM2 act,B2AR arrestin,Eya2 phos inh,Giardia kill,uPA surface inh,KCNH2 3.1 inh,Coupling enz
COC(=O)c1cc(COC(=O)c2nc3nccc(C)n3n2)oc1C,1%,0%,3%,-3,-1%,-0.3%,-5%,3,1%,9,2
Cc1cccc(N(C(=O)c2csnn2)C(C(=O)NC(C)(C)C)c2cccs2)c1 (stereo unspecified),-2%,0%,-3%,-30,1%,-0.6%,-1%,1,3%,17,4
Cc1cc(C)nc(SCc2nnc(SCC(=O)Nc3nccs3)n2Cc2ccco2)n1,0%,?,3%,-2,-1%,0.2%,1%,5,0%,-2,1
COc1ccccc1N1CCN(C(=O)CCCn2nc(C)c([N+](=O)[O-])c2C)CC1,0%,0%,4%,-4,-9%,-0.3%,?,4,2%,-2,1
COc1ccccc1NC(=O)CSc1nc2nccnc2c(=O)n1Cc1cccs1,-1%,5%,3%,-7,·,-0.5%,-6%,22,15%,-13,2
CN(C)c1cccc(NC(=O)CCc2ccccc2)c1,3%,-1%,1%,0,-3%,-0.2%,1%,19,5%,3,-7
COCC(=O)Nc1ccc(Br)c(C)c1,12%,-12%,1%,-2,-1%,-0.5%,2%,14,-2%,16,2
Cc1ccc(S(=O)(=O)NC(=O)Nc2nc(-c3ccc(F)c(F)c3)cs2)cc1,·,21%,1%,-6,1%,-0.6%,-2%,1,15%,-3,-1
CC(=O)c1cccc(-n2c(CCC(=O)O)ccc2-c2ccc(C)cc2)c1,0%,4%,1%,5,·,0.5%,6%,4,-4%,-4,11
COc1ccc(-c2c(C#Cc3ccsc3)c3cc(-c4ccc(OC)c(F)c4)ccc3n2C)cc1,·,7%,-4%,3,·,0.5%,-22%,-13,-3%,-11,·
O=C(NCCOC(=O)c1ccccc1)c1ccccc1,·,9%,3%,-7,·,-0.2%,8%,22,10%,2,·
CC(=O)Cc1nsc(NC(=O)c2ccc(-c3cccc(Cl)c3)o2)n1,1%,-2%,-13%,0,5%,0.2%,26%,0,?,1,2
C=CCC(NCc1ccco1)c1ccc(OC)c(OC)c1 (stereo unspecified),0%,-1%,1%,-1,1%,5.2%,14%,-15,0%,3,5
O=C(c1ccccc1-c1nc2ccccc2[nH]1)N1CCCCC1,3%,-2%,3%,1,-5%,0.6%,-3%,13,6%,-13,-1
CCN(C(=O)COC(=O)c1cc(C)oc1C)c1c(N)n(Cc2ccccc2)c(=O)[nH]c1=O,·,-1%,1%,-12,·,0.4%,?,4,5%,3,·
CC(=O)c1ccc(Oc2nc(-c3cccnc3)nc3ccccc23)cc1,-1%,-8%,2%,0,-12%,1.0%,-12%,20,6%,-2,-2
Cc1cccc(OCc2nc(C)cc(=O)[nH]2)c1,0%,0%,1%,10,-13%,-0.3%,7%,18,-4%,-8,1
COc1ccc(C(CNC(=O)c2[nH]c(C)c(C(C)=O)c2C)N2CCOCC2)cc1 (stereo unspecified),·,0%,-1%,10,·,-1.4%,3%,12,15%,-11,·
CC1CCN(C(C(=O)Nc2ccc(C(C)C)cc2)c2ccc3c(c2)OCO3)CC1 (stereo unspecified),3%,0%,-11%,10,-9%,3.4%,-17%,-16,-17%,?,-13
Cc1ccc(C(=O)Nc2nccc(-c3cccs3)n2)cc1,-2%,?,0%,15,4%,0.6%,3%,-5,-6%,4,-10
CCCCn1c(N)c(N(CCC(C)C)C(=O)CN2C(=O)C3CCCCC3C2=O)c(=O)[nH]c1=O (stereo unspecified),-2%,0%,1%,-1,1%,0.5%,6%,-1,0%,·,-1
COc1ccc2[nH]c3c(c2c1)CCNC3C1CC=C(C)CC1 (stereo unspecified),6%,?,6%,13,-13%,-1.7%,-2%,10,2.8µM*,12,-1
CC(=O)C1=C(O)C(=O)N(c2ccc(O)cc2)C1c1cccc(F)c1 (stereo unspecified),·,0%,3%,2,·,-0.3%,-12%,-8,3%,6,1
Cc1ccc(-n2c(C)cc(/C=N/Nc3ccc([N+](=O)[O-])cn3)c2C)cc1,0%,?,0%,-4,-7%,-0.4%,-2%,12,1%,-4,0
